RGS4 act – RGS4 potentiators or activators, primary screen, cell-based, HEK293 M3R inducible RGS4, calcium flux. carbachol calcium flux Fluo4; stronger effect = lower value. AID 463111, 2010. B-score at 10 µM. actives 0.92% (n = 310,000);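 active = B-score of the integrated calcium signal more than 4 SD below the library mean, with starting fluorescence not abnormally high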;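 note: negative B-score means reduced calcium response which marks RGS4 activation or potentiation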
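Also added: carbachol at ECmax as muscarinic agonist stimulus; Assay system: HEK293 cells with stable M3R and inducible RGS4; Timing: overnight RGS4 induction, 30 min dye load 37 °C, 20 min compound RT; Measured by: Fluo4-AM (2 µM) calcium-flux fluorescence, kinetic read.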
TMEM16A inh – TMEM16A chloride channel inhibitors, primary screen, cell-based, HTS; HEK293 TMEM16A/YFP iodide influx fluorescence, ionomycin; normalized B-score (activity score, 25-100; higher = stronger inhibition) at 10 µM; actives 1.2% (n = 310,000); AID 588511, 2011;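 active = ratio plate-corrected score three or more library SD toward inhibition, starting fluorescence score within five deviations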;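 note: score derived from kinetic fluorescence span divided by baseline fluorescence per well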
KCNQ1 pot – potentiators or activators of KCNQ1 channel, primary screen, cell-based, thallium flux, high-throughput; B-score at 10 µM; Potassium voltage-gated channel subfamily KQT member 1 (Homo sapiens), P51787; actives 0.35% (n = 310,000); AID 2648, 2010; CHO-K1 KCNQ1, thallium flux FluxOR fluorescence; stronger effect = higher value;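 active = fluorescence ratio B-score, a plate-corrected score, at least three library SD, with initial intensity B-score within 5 SD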
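Assay system: stable KCNQ1 CHO-K1 line; medium: assay buffer, equal DMSO in all wells; timing: 90 min dye loading and 20 min compound exposure, both at room temperature; technique: kinetic FluxOR thallium fluorescence, 10-s 1-Hz baseline, 110-s post-stimulus read; read-out basis: B score of baseline-normalized fluorescence ratio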
KCNQ1 inh – inhibitors of human KCNQ1 channel, primary screen, cell-based, thallium flux, high-throughput; Potassium voltage-gated channel subfamily KQT member 1 (Homo sapiens), P51787; CHO-K1 KCNQ1, FluxOR thallium flux fluorescence; stronger effect = higher value; B-score at 10 µM; actives 1.3% (n = 310,000); AID 2642, 2010;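 active = compounds whose thallium flux B-score, printed positive for inhibition, exceeds three library SD while starting fluorescence stays within three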;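 note: channel opened by potassium depolarization with thallium stimulus after 20 min compound exposure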
KCNK9 block – KCNK9 potassium channel inhibitors, primary screen, HEK293 cells, thallium flux | Potassium channel subfamily K member 9 (Homo sapiens), Q9NPC2 | FluxOR thallium flux fluorescence; stronger effect = lower value | B-score at 10 µM | actives 1.2% (n = 310,000) | AID 488922, 2010;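 active = ratio B-score over 3 SD below the library mean, with starting fluorescence within 5 SD of its mean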;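 note: negative B-score means less thallium flux so channel inhibition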
KCNK3 block – human KCNK3 channel inhibitors, primary screen, CHO cells, FluxOR thallium flux, B-score; Potassium channel subfamily K member 3 (Homo sapiens), O14649; FluxOR fluorescence; stronger effect = lower value; B-score at 10 µM; actives 0.84% (n = 340,000); AID 602410, 2012;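 active = B-score under library mean minus 4 SD, starting fluorescence ratio at most library mean plus 5 SD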;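 note: more negative B-score means stronger inhibition of thallium flux through KCNK3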
Target sequence (O14649 whole entry, looked up): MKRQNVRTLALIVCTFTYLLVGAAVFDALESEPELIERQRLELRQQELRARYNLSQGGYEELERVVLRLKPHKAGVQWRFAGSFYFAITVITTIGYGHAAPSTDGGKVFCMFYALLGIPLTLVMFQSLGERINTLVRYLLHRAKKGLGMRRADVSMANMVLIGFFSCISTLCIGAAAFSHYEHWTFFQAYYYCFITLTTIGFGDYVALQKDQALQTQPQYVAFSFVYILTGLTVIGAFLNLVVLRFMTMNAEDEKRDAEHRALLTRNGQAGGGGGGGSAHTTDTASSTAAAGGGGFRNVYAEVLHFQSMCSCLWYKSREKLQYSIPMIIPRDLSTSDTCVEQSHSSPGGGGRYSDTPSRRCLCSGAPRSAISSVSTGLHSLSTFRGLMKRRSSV
RGS4 inh – RGS4 inhibitors, primary screen, cell-based, HEK293 M3R inducible RGS4, calcium flux | Regulator of G-protein signaling 4 (Homo sapiens), P49798 | Fluo-4 calcium flux; stronger effect = higher value; triggered by carbachol at its EC20 | B-score at 10 µM | actives 0.45% (n = 310,000) | AID 463165, 2010;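 active = B-score, a plate-corrected calcium signal, over three deviations above library mean, with baseline fluorescence within five deviations of library mean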;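 note: RGS4 expression induced by doxycycline in cells with stable M3 receptor; B-score is computed from the integrated fluorescence ratio over baseline after carbachol; higher B-score means a larger calcium signal and so more RGS4 inhibition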
Target sequence (P49798 whole entry, looked up): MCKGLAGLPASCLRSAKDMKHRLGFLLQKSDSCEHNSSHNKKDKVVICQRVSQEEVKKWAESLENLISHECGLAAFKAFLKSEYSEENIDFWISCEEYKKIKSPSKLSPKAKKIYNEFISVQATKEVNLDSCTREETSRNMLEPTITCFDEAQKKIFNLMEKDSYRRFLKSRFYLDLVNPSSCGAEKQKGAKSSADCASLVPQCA
HDAC3 inhib – HDAC3 deacetylase inhibitors, primary screen, biochemical, fluorescence, cell-free homogeneous; Histone deacetylase 3 (Homo sapiens), O15379; recombinant HDAC3, fluorogenic peptide/trypsin coupled; inhibition, % at 8.3 µM; actives 0.15% (n = 320,000); AID 2718, 2010; in the data active = inhibition above about 26%, passing the limit was not always enough; inconclusive = no clear call, values can overlap the other calls
Target sequence (O15379 whole entry, looked up): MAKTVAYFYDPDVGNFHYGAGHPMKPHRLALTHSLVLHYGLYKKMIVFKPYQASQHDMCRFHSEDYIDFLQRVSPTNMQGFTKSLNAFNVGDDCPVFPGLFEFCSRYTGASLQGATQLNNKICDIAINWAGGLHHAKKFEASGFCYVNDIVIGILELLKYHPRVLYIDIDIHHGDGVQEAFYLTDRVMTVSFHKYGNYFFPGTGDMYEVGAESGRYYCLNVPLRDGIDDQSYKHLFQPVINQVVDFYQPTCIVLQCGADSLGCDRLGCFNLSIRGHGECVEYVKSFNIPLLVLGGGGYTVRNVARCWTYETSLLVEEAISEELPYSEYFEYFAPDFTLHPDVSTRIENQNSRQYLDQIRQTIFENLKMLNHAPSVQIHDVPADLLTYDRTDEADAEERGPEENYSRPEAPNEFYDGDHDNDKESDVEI
hERG protect – hERG rescue from dofetilide block, primary screen, cell-based, CHO-hERG, FluxOR thallium flux, dofetilide IC70; actives 0.51% (n = 310,000); dofetilide IC70 present; activation (rescue from dofetilide block), less the hit threshold, % at 10 µM; AID 1511, 2009;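 active = activation above the mean of controls blocked by dofetilide plus 5 SD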;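 note: thallium influx through hERG after potassium depolarization seen as dye fluorescence rise; in these data hits start at about 4.7%; inactives centre near -7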
ANO1 activ – TMEM16A chloride channel activators or potentiators, primary screen, cell-based, HTS | Anoctamin-1 (Mus musculus), Q8BHY3 | HEK293 TMEM16A/YFP-H148Q/I152L, iodide quench fluorescence; stronger effect = lower value | B-score at 10 µM | actives 0.3% (n = 340,000);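 active = fluorescence-ratio B-score plate-corrected deviation score at least 3 library SD below zero, with starting fluorescence score within 5 deviations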;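 note: channel opened by trigger with iodide after compound preincubation; score built on the fluorescence ratio of max minus min over baseline; more negative score means more quench and so TMEM16A activation or potentiation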
SKKanGAS inh – S. pyogenes SKKanGAS growth inhibitors in kanamycin, primary screen, streptokinase expression inhibitor project, SKKanGAS strain, BacTiter-Glo luminescence; 6 h; AID 1662, 2009; inhibition, % at 7.5 µM; actives 1.3% (n = 300,000);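 active = mean replicate score, as percent of positive control median, at least 50; inconclusive = mean below 50 but one replicate at or above 50; inactive = mean and every replicate below 50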;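 note: strain carries kanamycin resistance gene driven by streptokinase promoter and grows in 40 µg/ml kanamycin; loss of luminescence reflects streptokinase promoter inhibition or plain growth inhibition; 0% = median of DMSO wells and 100% = positive control at its reference dose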
An asterisk follows results filed as active; i = inactive; ? = inconclusive; / = no result given.

SMILES	RGS4 act	TMEM16A inh	KCNQ1 pot	KCNQ1 inh	KCNK9 block	KCNK3 block	RGS4 inh	HDAC3 inhib	hERG protect	ANO1 activ	SKKanGAS inh
CN(c1ccc(OCC(=O)OCC(=O)Nc2ccccc2)cc1)S(=O)(=O)c1cccs1	i	i	i	i	i	i	i	-3	-19	i	-8
O=C1CN(C(=O)CSc2nncs2)c2ccccc2N1	i	i	i	i	i	i	i	-1	-10	i	-3
Cc1ccccc1S(=O)Cc1ccc(C(=O)NC2CC2)o1 (stereo not given)	i	i	i	i	i	i	i	-5	-10	i	33
O=[N+]([O-])c1cccc(C(=Nc2ccc(Cl)cc2)NO)c1	i	i	i	i	i	i	i	6	-8	i	2
CCC(=O)NC(c1ccco1)c1cc(Cl)c2cccnc2c1O (stereo not given)	i	i	i	i	i	i	i	5	0	i	-6
CCOC(=O)C1CN(S(=O)(=O)c2ccc(F)cc2)C1	i	i	i	i	i	i	i	-2	-13	i	-5
CN(Cc1cnn(-c2ccccc2)c1)C(=O)C1CCC(=O)N(C2CC2)C1 (stereo not given)	i	i	i	i	i	i	i	13	-3	i	-3
COc1ccc(OC)c(N2C(=NC(=O)C3CCCCC3)SC3CS(=O)(=O)CC32)c1 (stereo not given)	i	i	i	i	i	i	i	2	-5	i	5
CCCCc1nc2sc3c(c2c(=O)[nH]1)CCC3	i	i	i	i	i	i	i	12	-16	i	-1
COc1ccc(/C=N/NC(=O)c2nn(C)cc2Br)cc1CSCc1ccco1	i	i	i	i	i	i	i	-5	-6	i	0
CCn1cnc2cc(NCc3ccc(C)cc3)ccc21	i	i	i	i	i	i	i	2	-8	i	-2
C=CCc1ccc(OCC(O)CN2CCCCC2)c(OC)c1 (stereo not given)	i	i	i	i	i	i	i	-4	-6	i	-5
COC(=O)C1=CN(Cc2ccc(OC)c(OC)c2)C=C(C(=O)OC)C1c1cccc(OC)c1OC	i	i	i	i	i	i	i	-61	-1	i	-3
CCNC(=S)N/N=C(\C)c1cccc(OC)c1	i	i	i	i	i	i	i	-12	-3	i	-2
COCCCN1C(=O)C(=O)/C(=C(/O)c2ccc(C)cc2)C1c1ccccc1 (stereo not given)	i	i	i	i	i	i	i	-15	-8	i	3
COc1ccc(-c2cc(C(=O)Nc3c(Cl)cc(Cl)cc3Cl)c3ccccc3n2)cc1OC	i	i	i	i	i	i	i	-7	-7	i	3
CCn1c(CSc2ncccn2)nnc1SCC(=O)N1c2ccccc2CC1C (stereo not given)	i	i	i	i	i	i	i	-5	1	i	-13
O=C(CCN1CCCO1)NC1CCCc2c1cnn2-c1ccccc1F (stereo not given)	i	i	i	i	i	i	i	-6	-6	i	-4
CCCN1CN(Cc2ccccc2)CNC1=S	i	i	i	i	i	i	i	-2	-5	i	-12
COC(=O)C1CCN(C(=O)Cc2ccc(Br)cc2)CC1	i	i	i	i	i	i	i	1	-14	i	-2
Cc1cc(C)n(C(=O)c2ccc(NC(=O)C3COc4ccccc4O3)cc2)n1 (stereo not given)	i	i	i	i	i	i	i	/	-1	i	-2
O=[N+]([O-])c1cccc(/C=N/Nc2nccnc2Cl)c1	i	i	i	i	i	i	i	2	-3	i	7
COc1cccc(N/C(SCc2cccc([N+](=O)[O-])c2)=C(/C#N)C(=O)NCc2cccs2)c1	i	i	i	i	i	i	i	13	-8	i	-3
Cc1cccc(NC(=O)NCCc2ccc(Cl)cc2)c1	i	i	i	i	i	i	i	?	-13	i	1
O=C(CCC(=O)c1ccc(F)cc1)OC1CCOC1=O (stereo not given)	i	i	i	i	i	i	i	0	-10	i	-4
SMILES	RGS4 act	TMEM16A inh	KCNQ1 pot	KCNQ1 inh	KCNK9 block	KCNK3 block	RGS4 inh	HDAC3 inhib	hERG protect	ANO1 activ	SKKanGAS inh
O=C(Oc1ccccc1)c1cc2ccccc2o1	i	i	i	i	i	i	i	-1	-5	i	0
O=C(NCc1ccccn1)c1ccc2c(=O)n3nc(Nc4ccccc4)sc3nc2c1	i	i	i	i	i	i	i	6	-9	i	7
CC(C)C(=O)NC(Nc1ccccc1F)C(Cl)(Cl)Cl (stereo not given)	i	i	i	i	i	i	i	1	-2	i	-12
O=C(Nc1ccc(Cl)cc1)C1CCCN(S(=O)(=O)c2cnc[nH]2)C1 (stereo not given)	i	i	i	i	i	i	i	-8	-6	i	-4
S=C(Nc1ccccc1)N1CCOCCOCCN(C(=S)Nc2ccccc2)CCOCCOCC1	i	i	i	i	-11*	-9.1*	i	6	-5	i	0
Cc1cc(C(C)(C)C)cc(C)c1C[n+]1ccc2ccccc2c1	i	i	i	7*	i	i	i	3	-15	i	4
O=C(NC1CC(=O)N(c2ccccc2)C1)N1CCN(C(=O)c2ccco2)CC1 (stereo not given)	i	i	i	i	i	i	i	-3	-3	i	1
COc1ccc(NC(=O)CN2C(=O)C(C)Oc3ccccc32)c(OC)c1 (stereo not given)	i	i	i	i	i	i	i	1	-8	i	-3
COc1ccc(NC(=O)Nc2cccc3ccccc23)cc1S(N)(=O)=O	i	i	i	i	i	i	i	6	-8	i	-7
CCOC(=O)N1CCN(CCC(=O)Nc2ccc(C)c(Br)c2)CC1	i	i	i	i	i	i	i	-3	-1	i	-1
COc1ccc(CCNC(=O)[C@@H](NC(=O)N2CCn3c2nc2ccccc23)C(C)C)cc1OC	i	i	i	i	i	i	i	-2	-9	i	3
CCC(Sc1nc2c(c(=O)[nH]1)CCC2)C(=O)Nc1cccc(OC)c1 (stereo not given)	i	i	i	i	i	i	i	5	-9	i	-4
CC(=O)c1ccc(NC(=O)c2cc(=O)[nH]c3ccccc23)cc1	i	i	i	i	i	i	i	-9	0	i	3
CCSc1nc(O)cc(=O)n1-c1ccc(OC)cc1	i	i	i	i	i	i	i	1	-8	i	22
CCCCN1C(=O)C(=O)NC[C@@H]1CCCCN	i	i	i	i	i	i	i	-3	-2	i	-5
Cc1ccc(C(=O)NCCc2nnc3ccc(SCC(=O)Nc4c(C)cc(C)cc4C)nn23)cc1	i	i	i	i	i	i	i	-2	-7	i	1
CCN(CC)S(=O)(=O)c1cccc(-c2n[nH]c(=S)n2C(C)COC)c1 (stereo not given)	i	i	i	i	i	i	i	-1	-16	i	-17
Cc1ccc(C=C2C(=O)c3ccccc3C2=O)o1	i	i	i	i	i	i	i	-7	-5	i	5
Cc1c(-n2cc(C(=O)O)c(=O)c3cc(F)c(N4CCCC(O)C4)c(F)c32)c(=O)n(-c2ccccc2)n1C (stereo not given)	i	i	i	i	i	i	i	-6	-4	i	-2
CC(=O)c1cccc(NC(=O)Cn2cnc(S(=O)(=O)N3CCCCC3)c2)c1	i	i	i	i	i	i	i	10	-10	i	0
CCN(CC(=O)NC1CCS(=O)(=O)C1)S(=O)(=O)c1ccccc1Cl (stereo not given)	i	i	i	i	i	i	i	3	-3	i	-3
COc1ccc(CCn2c(NCc3ccco3)nc3c2c(=O)[nH]c(=O)n3C)cc1	i	i	i	i	i	i	i	0	-11	i	-5
CCc1ccccc1NC(=O)Nc1c(C)n(C)n(-c2ccccc2)c1=O	i	i	i	i	i	i	i	-1	-8	i	-1
CC(C)C[C@@H](CO)N1CCN(CC(C)C)CCC1=O	i	i	i	i	i	i	i	4	5.7*	i	0
O=C(O)CCC(=O)N1N=C(c2ccc(Br)cc2)CC1c1cccs1 (stereo not given)	i	i	i	i	i	i	i	2	-6	i	-11

An excerpt from above in order of number of heavy atoms, high to low:
SMILES	RGS4 act	TMEM16A inh	KCNQ1 pot	KCNQ1 inh	KCNK9 block	KCNK3 block	RGS4 inh	HDAC3 inhib	hERG protect	ANO1 activ	SKKanGAS inh
S=C(Nc1ccccc1)N1CCOCCOCCN(C(=S)Nc2ccccc2)CCOCCOCC1	i	i	i	i	-11*	-9.1*	i	6	-5	i	0
COc1ccc(NC(=O)CN2C(=O)C(C)Oc3ccccc32)c(OC)c1 (stereo not given)	i	i	i	i	i	i	i	1	-8	i	-3
Cc1cc(C(C)(C)C)cc(C)c1C[n+]1ccc2ccccc2c1	i	i	i	7*	i	i	i	3	-15	i	4
Cc1ccc(C=C2C(=O)c3ccccc3C2=O)o1	i	i	i	i	i	i	i	-7	-5	i	5

New compounds follow
SMILES	RGS4 act	TMEM16A inh	KCNQ1 pot	KCNQ1 inh	KCNK9 block	KCNK3 block	RGS4 inh	HDAC3 inhib	hERG protect	ANO1 activ	SKKanGAS inh
COc1ccccc1NC(=S)NNC(=O)c1ccc(O)cc1	i	i	i	i	i	i	i	-4	-4	i	0
CCN=C1SC(CC(=O)Nc2ccc(C(F)(F)F)cc2)C(=O)N1CC (stereo not given)	i	i	i	i	i	i	i	5	-20	i	1
Cc1ccc(C)c(N(CC(=O)NN=C2CCCCCCC2)S(C)(=O)=O)c1	i	i	i	i	i	i	i	1	-13	i	-2
CC(CC(=O)NCCc1ccc(F)cc1)c1ccccc1 (stereo not given)	i	i	i	i	i	i	i	5	-5	i	-1
O=C(CCn1c(=O)[nH]c2ccccc2c1=O)N1CCN(c2ccc(Cl)cc2)CC1	i	i	i	i	i	i	i	-7	-13	i	-3
CCCOc1ccc(CN(CCO)CCO)cc1C(=O)OC	i	i	i	i	i	i	i	3	-7	i	6
COC(=O)NCc1ccc(CNC(=O)OC)cc1	i	i	i	i	i	i	i	0	-2	i	11
CC(C)c1cc(C(=O)N/N=C/c2c[nH]c3ccccc23)n[nH]1	i	i	i	i	i	i	i	13	-14	i	-3
Fc1ccc(Nc2nnc(C(F)(F)F)s2)cc1Cl	i	100*	i	i	i	i	i	7	-32	-6.8*	28
O=C(/C=C/c1ccc(OC(F)F)cc1)Nc1cccc(S(=O)(=O)NC2=NCCCCC2)c1	i	i	i	i	i	i	i	10	-20	i	-3
